Screening data: PubChem BioAssay, several laboratories
M1 antag – antagonists of human M1 muscarinic receptor. P11229. CHO-K1 hM1, Fluo-8 calcium fluorescence, ACh EC80 antagonist. inhibition, % at 3 µM. 360,000 compounds, 1.3% hits. AID 588852;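 active = percent inhibition above its own plate's cutoff, namely the mean of that plate's compound wells plus 3 SD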;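 note: peak over basal fluorescence ratio during 140 s after agonist addition; 0% = ACh EC80 plus DMSO and 100% = DMSO alone without agonist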
CHRM5 agonist – CHRM5 agonism in calcium assay. CHO-K1 hM5 cells, Fluo-8 calcium fluorescence; 0% DMSO wells, 100% maximal acetylcholine response. AID 624037. 360,000 compounds, 0.19% hits. activation, % at 3 µM. P08912;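 active = activation above the run's mean over test compounds plus 3 SD, cut at about 23% in these data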;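 note: signal is peak over basal fluorescence ratio across the kinetic read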
CHRM4 PAM – CHRM4 positive allosteric modulation; P08173; CHO-K1 hM4/Gqi5, Fluo-8 calcium fluorescence, ACh EC20; 0% = ACh EC20, 100% = maximal ACh; activation, % at 3 µM; 360,000 compounds, 0.4% hits;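 active = activation above its plate's cutoff, the mean activation of sample wells plus 3 SD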; note: some results filed as inactive read as strong as hits
Target sequence (P08173 whole entry, looked up): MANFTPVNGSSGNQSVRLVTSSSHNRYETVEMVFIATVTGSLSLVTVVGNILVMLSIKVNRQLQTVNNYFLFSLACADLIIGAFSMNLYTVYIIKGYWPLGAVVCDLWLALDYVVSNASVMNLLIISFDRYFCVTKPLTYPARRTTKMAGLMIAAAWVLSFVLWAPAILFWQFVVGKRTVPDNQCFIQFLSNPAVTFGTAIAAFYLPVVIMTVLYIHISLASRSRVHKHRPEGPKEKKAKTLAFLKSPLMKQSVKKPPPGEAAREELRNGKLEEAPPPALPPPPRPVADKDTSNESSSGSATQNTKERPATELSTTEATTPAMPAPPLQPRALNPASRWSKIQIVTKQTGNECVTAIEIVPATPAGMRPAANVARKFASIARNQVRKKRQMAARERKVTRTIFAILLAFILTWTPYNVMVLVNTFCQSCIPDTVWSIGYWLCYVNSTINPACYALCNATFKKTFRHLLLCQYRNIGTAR
CRFBP-R2 agonist – agonists of human CRF-binding protein/CRF-R2 receptor complex; activation, % at 13.2 µM; HEK293 CRF-R2/CRF-BP, calcium dye fluorescence (FLIPR); percent of saturating CRF peptide response; 350,000 compounds, 0.46% hits;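 active = activation of at least 50%, plus an integration ratio under a set limit after plate pattern correction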;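 note: plate controls were neutral control wells without compound for no effect and CRF at EC100 for full effect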
CHRM4 agonist – agonists of human muscarinic M4 receptor (CHRM4) | P08173 | CHO-K1 hM4/Gqi5, Fluo-8 calcium fluorescence; vehicle 0%, full acetylcholine response 100% | activation, % at 3 µM | 360,000 compounds, 0.14% hits | AID 624127;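 active = activation above the run mean over all test wells plus 3 SD, cut at about 32% in these data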;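 note: peak over basal fluorescence ratio per well then scaled between controls; 0% = DMSO wells and 100% = acetylcholine at EC100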
CHRM4 antagonist – blocks acetylcholine activation of human M4 receptor; CHO-hM4 cells, ACh EC80, Fluo-8 calcium fluorescence; inhibition, % at 3 µM; P08173; 360,000 compounds, 0.73% hits; AID 624125;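 active = inhibition above its plate's cutoff, the mean inhibition of sample wells plus 3 SD, cut at about 27% in these data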;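 note: 0% = acetylcholine EC80 with DMSO and 100% = DMSO without agonist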
M5 PAM – positive allosteric modulators of human muscarinic M5 receptor. P08912. CHO-K1 hM5, Fluo-8 calcium, ACh EC20 PAM; 0% = ACh EC20, 100% = ACh EC100. activation, % at 3 µM. 360,000 compounds, 0.3% hits;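 active = activation above the run cutoff, the mean activation of all test compounds plus 3 SD, cut at about 18% in these data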
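Assay system: CHO-K1 hM5 cells / Incubation: Fluo-8 loading 80 min at 37 °C plus 30 min room temperature / Technique: Fluo-8 calcium dye fluorescence, kinetic read / Repeats: single replicate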
M1 PAM – positive allosteric modulators of human M1 muscarinic receptor. activation, % at 3 µM. CHO-K1 hM1, Fluo-8 calcium fluorescence, ACh EC20; 0% = ACh EC20, 100% = maximal ACh. AID 588819. 360,000 compounds, 0.088% hits; in the data active = activation above about 19%, passing the limit was not always enough
M5 antag – blocks acetylcholine activation of human M5 receptor; P08912; CHO-hM5 cells, Fluo-8 calcium fluorescence, ACh EC80; inhibition, % at 3 µM; 360,000 compounds, 0.59% hits; AID 624040;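 active = inhibition above a per-plate cutoff, the mean of that plate's test compounds plus 3 SD, cut at about 27% in these data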;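 note: 0% = acetylcholine EC80 with DMSO and 100% = DMSO without agonist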
Active calls of the source: *; . = not tested or not shown. This is a subset. The share of hits here may be higher or lower than overall.

Letters – A = M1 antag; B = CHRM5 agonist; C = CHRM4 PAM; D = CRFBP-R2 agonist; E = CHRM4 agonist; F = CHRM4 antagonist; G = M5 PAM; H = M1 PAM; I = M5 antag
SMILES: COC(=O)C1=C(c2ccc(S(C)(=O)=O)cc2)C[C@@H]2CC[C@H]1N2C
  A: 8; B: 3; C: 1; D: -2.7; E: 2; F: -9; G: 5; H: -2; I: -3
SMILES: COc1ccc2c(c1)C1(C(=O)O)CC=CCC1(C(=O)O)C2 (configuration not stated)
  A: -13; B: 2; C: 0; D: -2.7; E: 0; F: -4; G: -4; H: 2; I: 5
SMILES: O=C1/C(=C\c2ccccc2)C2OCC=C3CN4CCC56c7ccccc7N1C5C2C3CC46 (configuration not stated)
  A: 21; B: -2; C: -15; D: -0.5; E: 6; F: 8; G: 3; H: -25; I: 6
SMILES: Cc1ccc(O)c(CN2CCN(c3ccccc3)CC2)c1
  A: 0; B: -11; C: 3; D: -0.2; E: -1; F: 0; G: -4; H: -1; I: -6
SMILES: CC(=O)OC1(C)CC(C)C(=O)C(C(O)CC2CC(=O)NC(=O)C2)C1 (configuration not stated)
  A: -5; B: 0; C: 1; D: 0.7; E: -1; F: -4; G: -3; H: 1; I: 2
SMILES: COc1ccc(C2=CC(c3ccc(OC)c(OC)c3)c3c(c4ccccc4oc3=O)O2)cc1OC (configuration not stated)
  A: -13; B: -3; C: 5; D: 0.5; E: 1; F: -7; G: 10; H: 7; I: 0
SMILES: Cc1cc(O)c(CN2CC=C(c3ccccc3)CC2)cc1C(C)C
  A: -23; B: -3; C: -4; D: 0.3; E: -1; F: -21; G: -2; H: 15; I: 1
SMILES: FC(F)(F)c1ccc(-c2ccc3c(c2)CNCc2cnnn2-3)cc1
  A: -4; B: 1; C: -1; D: .; E: 4; F: -2; G: 0; H: 10; I: -3
SMILES: C=CCN1C(=O)/C(=C/c2ccc(Br)s2)C(=O)NC1=S
  A: -18; B: 7; C: 1; D: 3.9; E: 2; F: -9; G: -2; H: 17; I: -8
SMILES: CCn1c(=O)cc(OCC(=O)N2CCC3(CC2)OCCO3)c2ccccc21
  A: 3; B: -1; C: 1; D: -1.0; E: 2; F: -10; G: 4; H: 3; I: -4
SMILES: Cc1nc2ccccc2c(=O)n1-n1cnnc1
  A: -2; B: 1; C: 4; D: -2.1; E: 1; F: 7; G: -1; H: 5; I: 2
SMILES: CCN(CC)CCN=Cc1c(O)n(Cc2ccco2)c(=O)[nH]c1=O
  A: -4; B: -1; C: -4; D: -0.4; E: 1; F: 12; G: 10; H: 17; I: -7
SMILES: O=C(NC(c1ccc(Cl)cc1)P(=O)(Oc1ccccc1)Oc1ccccc1)OCc1ccccc1 (configuration not stated)
  A: -8; B: -7; C: 1; D: 9.7; E: 0; F: -8; G: -7; H: 5; I: 1
SMILES: C=C1[C@@H](C)[C@H]2[C@H](Cc3ccccc3)NC(=O)[C@]23OC(=O)/C=C/[C@H](O)CCC[C@@H](C)C/C=C/[C@H]3[C@@H]1O
  A: -4; B: 8; C: -13; D: -0.9; E: 25; F: 20; G: -13; H: -7; I: 16
SMILES: C=CCN1C(=O)NC(=O)/C(=C/c2ccc(OC)c(CSc3ccccn3)c2)C1=O
  A: -25; B: -4; C: -2; D: 1.1; E: 0; F: 0; G: -4; H: 4; I: 5

Rewritten in CSV form: part of the list above
SMILES,M1 antag,CHRM5 agonist,CHRM4 PAM,CRFBP-R2 agonist,CHRM4 agonist,CHRM4 antagonist,M5 PAM,M1 PAM,M5 antag
CC(=O)OC1(C)CC(C)C(=O)C(C(O)CC2CC(=O)NC(=O)C2)C1 (configuration not stated),-5,0,1,0.7,-1,-4,-3,1,2
COc1ccc(C2=CC(c3ccc(OC)c(OC)c3)c3c(c4ccccc4oc3=O)O2)cc1OC (configuration not stated),-13,-3,5,0.5,1,-7,10,7,0

Ordered by molecular weight (low to high): four of the compounds above
Letters – A = M1 antag; B = CHRM5 agonist; C = CHRM4 PAM; D = CRFBP-R2 agonist; E = CHRM4 agonist; F = CHRM4 antagonist; G = M5 PAM; H = M1 PAM; I = M5 antag
SMILES: Cc1ccc(O)c(CN2CCN(c3ccccc3)CC2)c1
  A: 0; B: -11; C: 3; D: -0.2; E: -1; F: 0; G: -4; H: -1; I: -6
SMILES: COc1ccc2c(c1)C1(C(=O)O)CC=CCC1(C(=O)O)C2 (configuration not stated)
  A: -13; B: 2; C: 0; D: -2.7; E: 0; F: -4; G: -4; H: 2; I: 5
SMILES: FC(F)(F)c1ccc(-c2ccc3c(c2)CNCc2cnnn2-3)cc1
  A: -4; B: 1; C: -1; D: .; E: 4; F: -2; G: 0; H: 10; I: -3
SMILES: COc1ccc(C2=CC(c3ccc(OC)c(OC)c3)c3c(c4ccccc4oc3=O)O2)cc1OC (configuration not stated)
  A: -13; B: -3; C: 5; D: 0.5; E: 1; F: -7; G: 10; H: 7; I: 0

The listing continues.
Letters – A = M1 antag; B = CHRM5 agonist; C = CHRM4 PAM; D = CRFBP-R2 agonist; E = CHRM4 agonist; F = CHRM4 antagonist; G = M5 PAM; H = M1 PAM; I = M5 antag
SMILES: CS(=O)(=O)c1ccc(C2=C(CNC(=O)c3ccncc3)[C@H]3CC[C@@H](C2)N3Cc2ccccc2)cc1
  A: 8; B: -1; C: 1; D: -0.3; E: 0; F: -3; G: -4; H: -8; I: 9
SMILES: CN(C=O)CP(=O)(O)CN(C)C=O
  A: -7; B: 3; C: 7; D: -1.1; E: 1; F: 9; G: 0; H: 10; I: -2
SMILES: CC(C)[C@]12CC(=O)[C@H](C)[C@H]1C2
  A: -8; B: 0; C: 0; D: -0.9; E: 1; F: -6; G: 2; H: 14; I: 0
SMILES: O=C(c1cc(Br)ccc1Cl)N1CCC2(CC1)OCCO2
  A: -7; B: -3; C: 16; D: -0.2; E: 1; F: -20; G: 0; H: 6; I: 7
SMILES: CCCc1nc2ccccc2c(=O)n1-c1ccc(OC)cc1
  A: -4; B: -5; C: -6; D: -1.1; E: 0; F: 17; G: 1; H: 6; I: 1
SMILES: CN(C)c1ccc([P+](=O)c2ccc(N(C)C)cc2)cc1
  A: -1; B: -3; C: -4; D: -0.8; E: 0; F: 8; G: -7; H: -4; I: 5
SMILES: O=C1NC(=O)C(Cc2cccs2)C(=O)N1
  A: -2; B: 0; C: 13; D: -1.6; E: 1; F: -9; G: 3; H: 7; I: -5
SMILES: N#CC(=C(O)c1ccc(S(=O)(=O)N(CCCl)CCCl)cc1)c1nc2ccccc2[nH]1
  A: -6; B: 1; C: 2; D: 6.4; E: 1; F: -3; G: -3; H: 7; I: 3
SMILES: CCC(=O)OC(Cc1ccccc1)(c1ccccc1)[C@H](C)CN(C)C (some centres not stated)
  A: 27; B: -6; C: 1; D: 0.3; E: 2; F: 7; G: -1; H: -11; I: -2
SMILES: O=P(Nc1c(Cl)cccc1Cl)(c1ccccc1)c1nc2c(s1)CCCC2 (configuration not stated)
  A: 2; B: -1; C: 18; D: -1.0; E: 0; F: -18; G: -2; H: -2; I: 2
SMILES: CN1C2CCC1CC(OC(=O)c1ccc(Cl)cc1)(C(=O)O)C2 (configuration not stated)
  A: -17; B: -3; C: 29*; D: 4.7; E: 1; F: 16; G: 5; H: 11; I: -3
SMILES: CC(=O)OC1C(=O)OCC23CCC4(C)OC4C2OC2CC(OC(=O)C=CC=CC(=O)OCCC1C)C3(C)C21CO1 (configuration not stated)
  A: 14; B: 2; C: -6; D: 1.7; E: 16; F: -1; G: -31; H: -10; I: 11
SMILES: CCC(=O)OC1(c2ccccc2)C(C)CN(C)CC1C (configuration not stated)
  A: 9; B: -19; C: -10; D: -1.5; E: 1; F: 6; G: -13; H: -1; I: 2
SMILES: Cn1nccc1C(=O)N1CCC2(CC1)OCCO2
  A: -8; B: -5; C: 10; D: 1.4; E: 0; F: 1; G: -2; H: 3; I: -3
SMILES: COc1ccc2c(c1)CC1(CN2C)C(=O)NC(=O)N(c2ccc(F)cc2)C1=O (configuration not stated)
  A: -13; B: -2; C: 17; D: 4.3; E: 1; F: -1; G: -1; H: 13; I: -10
SMILES: CCOc1cc(C(=O)N2CCC3(CC2)OCCO3)cc(OCC)c1OCC
  A: -6; B: 0; C: 1; D: 0.0; E: 2; F: 0; G: -5; H: 2; I: -8
SMILES: O=C1NC(=O)N(CCc2ccc(F)cc2)C(=O)/C1=C/C=C/c1ccccc1
  A: -8; B: 8; C: -5; D: 1.5; E: 1; F: 0; G: 15; H: 13; I: -9

Look-ups from the list.
CHRM4 PAM with CC(=O)OC1C(=O)OCC23CCC4(C)OC4C2OC2CC(OC(=O)C=CC=CC(=O)OCCC1C)C3(C)C21CO1 (configuration not stated) stands at -6
M1 PAM with O=C1NC(=O)C(Cc2cccs2)C(=O)N1 stands at 7
